CCR6 antagonist: CCR6 (human) receptor antagonism; CHO-K1 CCR6 PathHunter beta-arrestin, luminescence, CCL20-stimulated; inhibition, % at 20 µM; 0.49% of 340,000 active; AID 493098;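 active = compounds whose inhibition of the agonist-driven luminescence signal at 20 µM reaches about 50%, limit read from the data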;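 also: cells stimulated with CCL20 at 14 nM final; plate controls were DMSO with CCL20 for no effect and DMSO without agonist for full effect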
Target sequence (P51684 whole entry, looked up): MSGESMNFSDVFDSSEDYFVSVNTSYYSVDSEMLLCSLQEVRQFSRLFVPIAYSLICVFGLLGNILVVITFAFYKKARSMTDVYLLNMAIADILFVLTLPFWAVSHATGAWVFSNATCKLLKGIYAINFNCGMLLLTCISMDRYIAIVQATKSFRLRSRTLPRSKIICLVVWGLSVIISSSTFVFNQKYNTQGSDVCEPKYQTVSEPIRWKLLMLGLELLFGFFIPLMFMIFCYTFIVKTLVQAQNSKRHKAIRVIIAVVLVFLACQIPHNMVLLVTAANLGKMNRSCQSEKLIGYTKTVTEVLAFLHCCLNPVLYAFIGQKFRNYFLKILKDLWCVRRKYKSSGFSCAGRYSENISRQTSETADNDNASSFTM
APJ agonist: agonists of human APJ apelin receptor; P35414; 0.11% of 330,000 active; activation, % at 20 µM; CHO-K1 APJ PathHunter beta-arrestin, luminescence; 0% DMSO wells, 100% apelin;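 active = activation more than six SD over the plate average, tested at 20 µM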;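 also: 0% = DMSO alone and 100% = apelin-13 at 10 nM; some results filed as inactive read as strong as hits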
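Assay system: CHO-K1 cells stably expressing ProLink-tagged human APJ and arrestin–beta-gal acceptor. Compound dosing: 20 µM single point, 1% DMSO. Times: 16-18 h seeding, 90 min dark compound exposure, 60 min detection. Detection: beta-gal luminescence. Evaluation: APJ–arrestin association signal. Controls: negative DMSO alone, positive Apelin-13 at 10 nM.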
UPR CHOP act: apoptotic UPR (CHOP) activation. 0.34% of 330,000 active. AID 449763. CHO-CHOP luciferase reporter, luminescence; percent of tunicamycin response over DMSO baseline. activation, % at 10 µM;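 active = at 10 µM dose, activation of 40% or more, normalized to positive control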;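 also: 100% = tunicamycin at 10 µg/mL and 0% = DMSO alone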
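Assay system: CHO-CHOP cells, stable luciferase reporter of PERK-eIF2a-CHOP signalling / Buffer or medium: F12 plus 10% serum / Compound dosing: one dose, 10 µM in 0.5% DMSO / Times: 6 h compound treatment, 37 °C / Technique: luciferase luminescence / Read-out: % reporter activation, DMSO baseline versus tunicamycin full activation / Benchmarks: tunicamycin and DMSO controls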
APJ antagonist: blocks the human apelin receptor APJ; P35414; CHO-K1 APJ beta-arrestin complementation, luminescence; inhibition, % at 20 µM; 0.32% of 330,000 active; AID 2521;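 active = inhibition above about 40% at 20 µM, limit read from the data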;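 also: cells challenged with 10 nM apelin-13 agonist together with compound; plate controls were apelin-13 plus DMSO wells for no effect and DMSO wells lacking apelin-13 for full effect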
Mdm2 MdmX PPI: disrupts the human Mdm2-MdmX interaction | AID 485346 | O15151+Q00987 | inhibition, % at 8 µM | 3% of 330,000 active | SaOS-2 split-luciferase Mdm2/MdmX complementation, luminescence;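 active = inhibition of at least 50% at 8 µM in the primary screen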
CXCR6 inh: inhibitors of human CXCR6 receptor; O00574; CHO-K1 PathHunter CXCR6 beta-arrestin, luminescence; inhibition, % at 20 µM; 0.36% of 360,000 active; AID 602244; in the data active = inhibition above about 34%, passing the limit was not always enough;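 also: antagonist mode with CXCL16 agonist at 10 nM final; 0% = 10 nM CXCL16 with DMSO and 100% = unstimulated wells without agonist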
Target sequence (O00574 whole entry, looked up): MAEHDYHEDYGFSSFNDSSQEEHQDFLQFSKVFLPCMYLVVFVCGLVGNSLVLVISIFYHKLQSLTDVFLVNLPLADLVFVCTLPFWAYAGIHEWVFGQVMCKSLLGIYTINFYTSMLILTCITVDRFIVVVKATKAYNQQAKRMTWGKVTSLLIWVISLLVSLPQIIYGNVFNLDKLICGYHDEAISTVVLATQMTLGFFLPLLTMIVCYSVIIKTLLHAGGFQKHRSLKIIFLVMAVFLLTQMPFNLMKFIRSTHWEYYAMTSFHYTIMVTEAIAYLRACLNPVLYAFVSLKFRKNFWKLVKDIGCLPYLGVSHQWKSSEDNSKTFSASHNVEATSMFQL
XBP1 UPR activ: adaptive UPR (XBP1) activation; 0.33% of 330,000 active; CHO-XBP1 luciferase reporter, IRE1-XBP1 UPR activation, luminescence; percent of tunicamycin response, DMSO as zero; AID 463104; activation, % at 20 µM;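 active = versus positive control, 20 µM dose yields 30% or more activation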;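 also: 100% = tunicamycin at 10 µg/mL and 0% = DMSO only wells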
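Signal: luciferase luminescence; Assay system: CHO-XBP1 luciferase reporter cells; Amount: one thousand reporter cells per well; Dosing: 20 µM single concentration, DMSO 1%; Benchmarks: high control tunicamycin 10 µg/mL final, low control DMSO vehicle only; Schedule: 6 h compound exposure at 37 °C, 5% CO2; Evaluation: percent activation relative to tunicamycin reference.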
tim23-1 inh: growth inhibitors of tim23-1 mutant yeast. 1.3% of 330,000 active. S. cerevisiae tim23-1 growth, BacTiter-Glo luminescence, 24 h. inhibition, % at 20 µM;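 active = growth inhibition of the mutant yeast at or above 50%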;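 also: temperature-sensitive mutant grown at 25 °C; plate controls were DMSO-treated mutant yeast for no effect and medium wells lacking yeast for full effect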
EBI2 antag: EBI2 (human) antagonism; P32249; EBI2 beta-arrestin recruitment, luminescence, 7a,25-OHC stimulated; inhibition, % at 5 µM; 0.81% of 360,000 active; AID 651636; in the data active = inhibition above about 38%;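 also: enzyme fragment complementation signal reports receptor beta-arrestin coupling in cells; 0% = agonist plus DMSO wells and 100% = wells without agonist; some results beyond the cut were filed as inactive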
* = called active by the depositor.

structure	APJ agonist	CXCR6 inh	UPR CHOP act	Mdm2 MdmX PPI	EBI2 antag	APJ antagonist	tim23-1 inh	CCR6 antagonist	XBP1 UPR activ
Cc1ccccc1OCc1nc(-c2ccc(-n3cccc3)cc2)no1	-2	0	0.8	21	0	2	3	2	-2
CC12CCC(C)(c3nc4ccccc4nc31)C2(C)C	-1	1	1.6	34	-1	30	16	5	-4
CCC/C(=N\NC(=O)CNC(=O)/C=C/c1ccco1)c1ccccc1	3	-7	1.2	23	-13	-1	21	1	0
CC(C)c1ccc(NC(=O)CSc2nc(=O)n(CCCN3CCOCC3)c3c2CCC3)cc1	1	-2	0.3	21	-1	10	-7	-5	-1
CCc1c(SCCC(=O)O)nc2ccccc2c1C	2	4	-1.9	16	-12	3	26	-6	-2
COc1cccc2cc(-c3nc4ccccc4[nH]3)c(=O)oc12	7	-2	0.3	-79	-1	-9	14	-6	-4
CCc1ccc(S(=O)(=O)Nc2cc3c(cc2N2CCCCC2)n(C)c(=O)c(=O)n3C)cc1	3	3	1.0	15	-5	12	20	-7	-2
CC(C(=O)Nc1ccccc1Cl)N(c1ccccc1)S(C)(=O)=O (stereo not given)	-1	0	-1.2	5	-16	17	2	13	-2
Cc1ccc(-c2noc(-c3ccccc3C(=O)N3CCCC3)n2)cc1	-2	8	5.5	-38	7	5	39	7	8
COc1ccc(OCc2nnc(SCC(=O)NC3CCCCC3)o2)cc1	-4	3	1.9	7	11	-5	20	11	1
COc1ccc(C(=O)N2CCCC(CCC(=O)N3CCN(c4ccccn4)CC3)C2)cc1 (stereo not given)	0	-4	1.2	8	5	5	19	-5	-7
COc1cccc(CNC(=O)CCC(=O)N2Cc3cccc(OC)c3Oc3ncccc32)c1OC	13	5	2.3	2	2	2	0	-4	-2
CCOc1ccc(S(=O)(=O)N(CC(=O)N/N=C/c2ccc(-c3ccc([N+](=O)[O-])cc3)o2)c2ccccc2)cc1	2	13	-2.2	47	11	3	2	25	0
CCCCC(=O)NC(c1ccc([N+](=O)[O-])cc1)c1c(O)ccc2ccccc12 (stereo not given)	5	-4	2.1	47	3	-10	46	13	-3
Cc1cccc(C(=O)NCC(=O)OCC(=O)c2ccc(C)s2)c1	-1	-6	0.2	-33	-3	5	10	0	3
NC1=NC2(CCN(Cc3ccccc3)CC2)n2c(nc3ccccc32)N1	-5	1	-1.2	30	-9	-12	-12	-14	-1
CC1(C)Cc2ccccc2-c2nnc(-c3ccccn3)n21	0	0	0.0	-37	5	6	0	1	5
CCS(=O)(=O)N1CCCC(C(=O)Oc2ccc(Br)cc2)C1 (stereo not given)	1	4	-1.1	-2	4	3	23	10	-2
CCC(C(=O)NCc1ccco1)n1nc(C)c2c(C)n(-c3ccccc3)nc2c1=O (stereo not given)	-2	-4	-0.6	15	-11	24	0	15	-1
CN(C)S(=O)(=O)c1cccc(NC(=O)COC(=O)c2ccc3c(c2)OCO3)c1	1	8	2.0	-14	-2	10	20	10	-1

Going on with the list:
structure	APJ agonist	CXCR6 inh	UPR CHOP act	Mdm2 MdmX PPI	EBI2 antag	APJ antagonist	tim23-1 inh	CCR6 antagonist	XBP1 UPR activ
O=C(NNC1CC(=O)N(c2ccc(Cl)cc2)C1=O)c1ccccc1Cl (stereo not given)	-7	-1	-1.5	-22	-10	-8	-13	9	-3
COc1cc2c(cc1OC)n(CC(=O)NC1CCCCCC1)n1c(C)cc(=O)nc21	5	-4	0.1	-15	7	-1	2	6	3
CC1CCN(c2ccccc2NC(=S)NC(=O)c2ccco2)CC1	-5	14	-1.3	27	20	16	34	10	-1
O=C(Nc1ccc(Br)cc1F)C1CCCN(S(=O)(=O)c2cnc[nH]2)C1 (stereo not given)	2	-3	-1.0	-2	-8	2	1	3	-3
CN(C)c1ccc(C(=O)Nc2ccc(S(=O)(=O)Nc3nccs3)cc2)cc1	3	0	-0.4	13	-3	0	-23	0	-4
Cc1sc2c(c1C)c(=O)nc1scc(CC(=O)O)n12	-2	0	-1.5	14	-2	0	-10	7	-1
CCOC(=O)C1CCCN(C/C=C/c2ccccc2)C1 (stereo not given)	-4	6	-0.2	2	0	14	13	0	-5
COc1cc(/C=C2\CCC(C3CCCC3)C2=O)ccc1OC(C)C (stereo not given)	-4	-3	4.7	-7	20	7	13	20	1
COc1cc(CCN2C(=O)c3cccc4cccc(c34)C2=O)c(S(=O)(=O)NCCCO)cc1OC	0	7	0.3	34	-1	0	22	-12	1
O=C(Nc1cccc(C(=O)O)c1)Nc1ccc2c(c1)OCO2	1	12	-8.9	54*	2	5	7	3	-8
Cc1cccn(Cc2c(Cl)cccc2Cl)c1=O	-1	4	0.7	13	2	2	0	5	1
COc1cc2c(cc1NC(=O)Nc1ccc(C)cc1)oc1ccccc12	6	-8	1.6	8	10	15	13	3	-1
CCOc1ccc(C(=O)NC(=S)Nc2ccccc2OC)cc1[N+](=O)[O-]	-3	12	1.4	2	-1	15	12	36	0
COc1ccc2c(CC(=O)Nc3c(C)n(C)n(-c4ccccc4)c3=O)coc2c1	-2	1	1.4	25	-7	1	13	3	-3
COc1ccc(OCC(=O)Nc2ccc(NC(=O)c3ccco3)cc2)cc1	1	-5	3.4	20	-3	1	35	4	3
Cc1ccc(C(=O)C(C)OC(=O)Cn2[nH]c(=O)c3ccccc3c2=O)cc1 (stereo not given)	-6	6	1.2	0	-2	21	0	-12	-5
CC(Sc1ccc(Cl)cc1)C(=O)N(C)CC(=O)Nc1ccc(N2CCOCC2)cc1 (stereo not given)	-6	-7	-1.1	6	-1	-4	8	13	-4
O=C1C[C@H](c2ccc(O)cc2)Oc2cc(O[C@@H]3O[C@H](CO)[C@@H](O)[C@H](O)[C@H]3O)cc(O[C@@H]3O[C@H](CO)[C@@H](O)[C@H](O)[C@H]3O)c21	-1	2	-0.6	15	-7	8	-13	6	-1
Cc1ccccc1OCC(=O)Nc1ccccc1CO	-4	-4	-0.2	17	-13	14	8	1	0
Fc1ccc(C2NCCn3cccc32)cc1 (stereo not given)	-2	2	0.4	7	-13	15	9	24	-2

(list continues)
structure	APJ agonist	CXCR6 inh	UPR CHOP act	Mdm2 MdmX PPI	EBI2 antag	APJ antagonist	tim23-1 inh	CCR6 antagonist	XBP1 UPR activ
OCc1ccccc1OCCCN1CCC(Cc2ccccc2)CC1	-3	8	-0.3	8	4	5	-11	20	-5
COc1cc(N=C2C(=O)N3c4c(cccc42)C(C)=CC3(C)C)cc(OC)c1	-6	14	-1.0	-1	-13	13	28	61*	-2
CCCCOc1ccc(S(=O)(=O)Nc2cccnc2)cc1	2	1	-2.2	15	-8	7	-158	2	-4
CCOC(=O)C1CCN(Cc2c(F)cccc2Cl)CC1	-4	4	0.1	14	-9	3	35	-1	3
C=CCn1c(C)cc(/C([O-])=C(/C(=S)Nc2ccc(OC(F)F)cc2)[n+]2ccc(N(C)C)cc2)c1C	-3	5	-0.8	4	10	15	0	21	-2
CCCc1[nH][nH]c(=O)c1C(c1ccccc1)C(C#N)C#N (stereo not given)	-4	8	-0.7	9	-15	-5	38	16	1
NC(=O)CC1C(=O)N(c2ccccc2)C(=S)N1NC(=O)c1ccc(Br)cc1 (stereo not given)	-2	2	-0.4	-48	-3	2	8	4	4
CN1C(=O)NC(c2ccccc2[N+](=O)[O-])C2=C1CCCC2=O (stereo not given)	2	-18	1.2	2	-1	-36	-4	-10	-3
CCCCOC(=O)Nc1cc(OC)c(Cl)cc1OC	0	2	-0.1	18	4	2	31	12	-1
CCCCNC(=O)N(O)C1N(/N=C/c2ccccc2O)C(=S)SC1(C)C (stereo not given)	-3	5	3.9	31	6	3	13	23	1
CCCS(=O)(=O)N1CCn2c(nc3ccccc32)C1	6	10	2.8	-9	-5	-5	22	2	1
CCOc1ccc(N2CC(C(=O)Nc3ccc4c(c3)OCO4)CC2=O)cc1 (stereo not given)	1	-14	1.3	2	1	-10	-1	2	-3
CC(C)(C)OC(=O)C[C@@H]1C/C=C\C[C@H](CC(=O)N[C@@H](CO)Cc2ccccc2)C(=O)N[C@H](Cc2ccccc2)COC1=O	-1	5	1.0	6	-10	12	-2	1	1
COc1cccc(NC(=O)CSc2nnc(-c3cc(C)[nH]n3)n2N)c1	-2	-9	-1.2	29	10	42*	-17	5	-1

Looked up by structure from the entries so far, four records:
structure	APJ agonist	CXCR6 inh	UPR CHOP act	Mdm2 MdmX PPI	EBI2 antag	APJ antagonist	tim23-1 inh	CCR6 antagonist	XBP1 UPR activ
O=C(NNC1CC(=O)N(c2ccc(Cl)cc2)C1=O)c1ccccc1Cl (stereo not given)	-7	-1	-1.5	-22	-10	-8	-13	9	-3
CCc1c(SCCC(=O)O)nc2ccccc2c1C	2	4	-1.9	16	-12	3	26	-6	-2
Cc1cccn(Cc2c(Cl)cccc2Cl)c1=O	-1	4	0.7	13	2	2	0	5	1
CCCS(=O)(=O)N1CCn2c(nc3ccccc32)C1	6	10	2.8	-9	-5	-5	22	2	1

Screening results as filed in PubChem BioAssay.

The list is partial (hit frequency here may not be typical).
